Source: PubChem BioAssay
UPR CHOP act: activators of apoptotic CHOP UPR arm, primary screen, cell-based, CHO-CHOP luciferase reporter, luminescence, uHTS | activation, % at 10 µM | 0.34% of 330,000 active | UPR activation; percent of tunicamycin response over DMSO baseline;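 active = at 10 µM dose, activation of 40% or more, normalized to positive control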;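 also: 100% = tunicamycin at 10 µg/mL and 0% = DMSO alone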
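Evaluation: % reporter activation, DMSO baseline versus tunicamycin full activation; System: CHO-CHOP luciferase reporter cell line; Input: 500 cells/well; Incubation: 6 h compound treatment, 37 °C; Measured by: Steady-Glo luciferase luminescence; Dosing: one dose, 10 µM in 0.5% DMSO; Buffer or medium: F12 medium, 10% FBS; Benchmarks: positive tunicamycin 10 µg/mL, negative DMSO alone.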
tim23-1 inh: growth inhibitors of tim23-1 mutant yeast, primary screen, luminescence, uHTS. 1.3% of 330,000 active. inhibition, % at 20 µM. AID 463212, 2010. S. cerevisiae tim23-1 growth, BacTiter-Glo luminescence, 24 h;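 active = growth inhibition of the mutant yeast at or above 50%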;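 also: temperature-sensitive mutant grown at 25 °C; plate controls were DMSO-treated mutant yeast for no effect and medium wells lacking yeast for full effect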
APJ agonist: agonists of human apelin receptor APJ, primary screen, CHO-K1 cells, PathHunter beta-arrestin, luminescence; P35414; 0% DMSO wells, 100% apelin; activation, % at 20 µM; 0.11% of 330,000 active; AID 2520, 2010;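 active = activation more than six SD over the plate average, tested at 20 µM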;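 also: 0% = DMSO alone and 100% = apelin-13 at 10 nM; some results filed as inactive read as strong as hits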
Target sequence (P35414 whole entry, looked up): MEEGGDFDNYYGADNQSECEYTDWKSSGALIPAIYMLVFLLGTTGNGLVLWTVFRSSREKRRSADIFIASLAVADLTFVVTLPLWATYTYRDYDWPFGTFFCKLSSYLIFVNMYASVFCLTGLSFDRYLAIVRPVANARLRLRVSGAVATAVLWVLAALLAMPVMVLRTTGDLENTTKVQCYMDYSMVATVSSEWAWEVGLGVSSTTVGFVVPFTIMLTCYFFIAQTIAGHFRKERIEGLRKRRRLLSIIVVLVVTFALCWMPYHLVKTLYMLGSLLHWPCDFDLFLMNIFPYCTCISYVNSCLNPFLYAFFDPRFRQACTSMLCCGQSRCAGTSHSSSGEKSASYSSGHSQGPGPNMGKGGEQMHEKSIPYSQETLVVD
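Assay system: CHO-K1 cells stably expressing ProLink-tagged human APJ and arrestin–beta-gal acceptor. Compound dosing: 20 µM single point, 1% DMSO. Times: 16-18 h seeding, 90 min dark compound exposure, 60 min detection. Detection: beta-gal luminescence. Evaluation: APJ–arrestin association signal. Controls: negative DMSO alone, positive Apelin-13 at 10 nM.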
CCR6 antag: CCR6 receptor antagonists, primary screen, cell-based, CHO-K1, luminescence, beta-arrestin, uHTS; C-C chemokine receptor type 6 (Homo sapiens), P51684; CHO-K1 CCR6 PathHunter beta-arrestin, CCL20-stimulated; inhibition, % at 20 µM; 0.49% of 340,000 active; AID 493098, 2011;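 active = compounds whose inhibition of the agonist-driven luminescence signal at 20 µM reaches about 50%, limit read from the data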;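 also: cells stimulated with CCL20 at 14 nM final; plate controls were DMSO with CCL20 for no effect and DMSO without agonist for full effect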
CXCR6 block: CXCR6 receptor inhibitors, primary screen, cell-based, beta-arrestin, luminescence, CHO-K1 PathHunter, 1536-well. C-X-C chemokine receptor type 6 (Homo sapiens), O00574. inhibition, % at 20 µM. 0.36% of 360,000 active. AID 602244, 2012; in the data active = inhibition above about 34%, passing the limit was not always enough;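 also: antagonist mode with CXCL16 agonist at 10 nM final; 0% = 10 nM CXCL16 with DMSO and 100% = unstimulated wells without agonist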
Target sequence (O00574 whole entry, looked up): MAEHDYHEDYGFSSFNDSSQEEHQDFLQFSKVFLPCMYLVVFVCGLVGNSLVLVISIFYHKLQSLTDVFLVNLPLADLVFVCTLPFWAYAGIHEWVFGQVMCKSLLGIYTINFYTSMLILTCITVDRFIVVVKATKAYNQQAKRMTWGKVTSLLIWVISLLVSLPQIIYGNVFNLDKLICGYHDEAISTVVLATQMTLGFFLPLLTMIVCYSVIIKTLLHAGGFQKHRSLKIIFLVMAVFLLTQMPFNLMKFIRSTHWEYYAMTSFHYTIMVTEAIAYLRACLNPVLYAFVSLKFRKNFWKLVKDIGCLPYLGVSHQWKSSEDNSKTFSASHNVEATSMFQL
APJ antagonist: antagonists of human apelin receptor APJ, primary screen, CHO-K1 cells, beta-arrestin complementation, luminescence. inhibition, % at 20 µM. P35414. 0.32% of 330,000 active;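 active = inhibition above about 40% at 20 µM, limit read from the data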;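 also: cells challenged with 10 nM apelin-13 agonist together with compound; plate controls were apelin-13 plus DMSO wells for no effect and DMSO wells lacking apelin-13 for full effect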
UPR XBP1 act: activators of adaptive XBP1 UPR arm, primary screen, cell-based, CHO-XBP1 luciferase reporter, luminescence, uHTS; activation, % at 20 µM; IRE1-XBP1 UPR activation; percent of tunicamycin response, DMSO as zero; AID 463104, 2010; 0.33% of 330,000 active;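 active = versus positive control, 20 µM dose yields 30% or more activation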;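 also: 100% = tunicamycin at 10 µg/mL and 0% = DMSO only wells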
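Material: IRE1-XBP1 luciferase reporter CHO line / Quantity: one thousand reporter cells per well / Buffer or medium: F12 with 10% serum / Compound: 20 µM single concentration, DMSO 1% / Times: 6 h treatment, 37 °C / Detection: Steady-Glo luciferase glow luminescence, 10 min after reagent addition / Benchmarks: tunicamycin high, DMSO low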
Mdm2-MdmX inh: inhibitors of human Mdm2-MdmX association, primary screen, cell-based, luminescence, split luciferase, SaOS-2, uHTS; Protein Mdm4 (Homo sapiens) + E3 ubiquitin-protein ligase Mdm2 (Homo sapiens), …; SaOS-2 split-luciferase Mdm2/MdmX complementation; inhibition, % at 8 µM; 3% of 330,000 active; AID 485346, 2010;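 active = inhibition of at least 50% at 8 µM in the primary screen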
EBI2 block: EBI2 receptor antagonists, beta-arrestin recruitment, primary screen, cell-based, luminescence, 7a,25-OHC stimulation, uHTS; 0.81% of 360,000 active; 7a,25-OHC stimulated; G-protein coupled receptor 183 (Homo sapiens), P32249; inhibition, % at 5 µM; in the data active = inhibition above about 38%;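 also: enzyme fragment complementation signal reports receptor beta-arrestin coupling in cells; 0% = agonist plus DMSO wells and 100% = wells without agonist; some results beyond the cut were filed as inactive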
Starred values were filed as active, the others as inactive; . = not tested or not shown. Not all compounds are listed, so the mix of outcomes need not match the whole.

SMILES	CXCR6 block	UPR CHOP act	tim23-1 inh	UPR XBP1 act	APJ agonist	EBI2 block	APJ antagonist	Mdm2-MdmX inh	CCR6 antag
CCOc1ccc2nc(SCC)[nH]c2c1	0	3.7	25	1	4	-12	9	4	13
CC(=O)Nc1cc(-c2ccccc2)nn1Cc1ccc(Cl)cc1	-3	1.6	22	1	-1	0	-11	16	-1
CCOC(=O)C(CC)/C(C)=N\NC(=O)CCC(=O)Nc1ccc(Cl)cc1Cl (stereo unspecified)	8	1.3	2	1	-1	-3	3	8	12
COc1ccc(N2CCN(C(=O)Cc3coc4cc(C)ccc34)CC2)cc1	1	-1.0	12	-3	-3	36	4	22	9
Cc1cnc(NC(=O)C2CC=CCC2)s1 (stereo unspecified)	-6	-2.5	24	-6	-1	-11	-41	-15	0
CCC(=O)c1ccc(N2CCCCCC2)c(F)c1	-1	1.2	0	9	-6	7	8	7	26
CC1Oc2ccccc2N(CC(=O)NCc2ccc3c(c2)OCO3)C1=O (stereo unspecified)	5	1.1	-5	3	-4	-4	6	-14	8
Cn1sc(NC(=O)c2ccc(Cl)cc2)nc1=O	4	5.4	16	1	-1	-3	-12	-52	-9
Cc1cc(C)c(C)c(OCc2nc(-c3cccnc3)no2)c1	-2	-0.6	0	-3	-3	7	-5	14	5
CCOC(=O)c1sc(N(C)C)nc1-c1ccccc1	4	-0.4	22	1	2	2	5	0	8
COc1ccc(NC(=O)CCCC2=NS(=O)(=O)c3ccccc3N2)cc1	3	-0.5	-9	-1	-2	0	-1	0	2
O=C1CCCN1CCCNc1ncnc2sccc12	1	0.5	-7	0	-1	-1	10	-20	4
CCOc1ccccc1N1C(=O)c2ccc(C(=O)O)cc2C1=O	-2	-5.4	2	0	-2	1	10	18	-9
COc1cc(C2=NOC(C(=O)Nc3cc(C)on3)C2)cc(OC)c1OC (stereo unspecified)	-1	0.4	12	-3	-3	-6	8	10	0
CCOC(=O)C1=C(O)/C(=C\c2cccc(OC)c2)N=C1C	0	-0.7	-1	1	-1	-10	10	17	-8
CCN1CCN(c2nc3c(c(=O)n(C)c(=O)n3C)n2CCSc2nccc(C)n2)CC1	0	-0.8	2	-3	-3	-8	8	19	6
O=C(NCc1ccccc1)c1cnsn1	-2	-1.7	18	1	4	-5	-7	8	-5
O=C(NCCNc1ccc([N+](=O)[O-])cc1C(F)(F)F)c1ccccc1	1	-1.3	24	-1	0	-5	-3	-31	28
CCCCCC(=O)Nc1ccccc1N1CCN(c2ccccc2)CC1	0	-1.2	-2	-3	-7	16	3	-2	32
COc1ccc(/C=N/Nc2nc(N3CCCCC3)nc(N3CCCCC3)n2)cc1[N+](=O)[O-]	3	-0.3	40	-3	-1	2	1	5	10
O=C(COC(=O)c1cccc(S(=O)(=O)N2CCOCC2)c1)Nc1ccc2c(c1)OCO2	3	-1.3	49	2	3	-21	3	14	-1
COc1ccc(S(=O)(=O)NCC(c2ccc3c(c2)OCO3)N2CCOCC2)cc1 (stereo unspecified)	4	1.2	11	0	-4	-16	6	10	5
CN1CCN(C(=O)Nc2cccc(-c3ccccc3)c2)CC1	-3	-1.6	21	1	-1	-6	-3	-17	5
CN(C)c1ccc(CNc2ccc3c(c2)ncn3C(C)(C)C)cc1	-2	-2.7	5	-8	-1	9	-6	-12	13
Cc1cccc(NC(=S)Nc2ccccn2)c1C	8	2.2	-6	3	-1	-3	14	-15	-17
CC(C)CN1C(=O)C(NC(=O)C2CC2)(C(F)(F)F)C2=C1CC(C)(C)CC2=O (stereo unspecified)	-4	13	4	-3	0	-8	-1	-7	8
O=C(Cc1ccsc1)Nc1ccc(Cl)cc1Cl	-5	1.6	35	0	-6	1	12	-9	12
O=C(OCn1nnc2ccccc2c1=O)c1ccc2ncsc2c1	2	-1.3	41	3	3	4	14	0	-4
Cc1cc2oc(=O)cc(CN3CCCc4ccccc43)c2cc1C	7	-0.6	16	-2	-3	-3	14	-9	5
CCOc1ccc(CCNC(=O)c2ccc(CS(=O)Cc3cccc(Cl)c3)o2)cc1 (stereo unspecified)	4	3.3	3	-2	-2	32	-9	33	10
Cc1cccc(-c2nc(CN3CCCC(C(=O)NC4CCCCCC4)C3)c(C)o2)c1 (stereo unspecified)	-4	-0.6	33	3	-2	1	-7	12	20
COc1ccc(S(=O)(=O)N2CCCCCC2)cc1C(=O)N(C)CCOc1ccccc1	8	-1.4	7	0	-8	13	0	14	16
COc1ccc(CNC(=S)NC2CCCC2)cc1	-2	-0.3	12	-1	-5	-11	0	6	2
C=CCN(CC=C)Cc1c(O)ccc2c1oc(=O)c1ccccc12	37	-0.4	34	1	-11	11	47*	37	13
C/C=C/c1ccc(OCCCCOc2ccccc2F)c(OC)c1	3	1.5	6	1	0	8	4	-29	-1
Cc1ccnc(Nc2nc(-c3ccc(F)cc3)cs2)c1	-5	3.1	47	1	3	17	-18	-217	-18
COc1ccccc1Oc1ccc(S(=O)(=O)N2CCOCC2)cc1S(=O)(=O)N1CCOCC1	-6	-3.4	10	2	-3	-2	-14	14	-11
CC(C)C(=O)NNC(=O)c1cc2sccc2s1	-1	1.8	-2	2	-3	-5	-3	-14	7
CC1(c2ccc(Cl)cc2)NC(=O)N(CC(=O)Nc2ccc(N3CCCCC3)cc2)C1=O (stereo unspecified)	-15	1.3	-2	8	-4	-11	5	16	-1
CCCC(=O)c1c[nH]c(C(=O)N2CCOCC2)c1	3	2.4	1	4	-2	1	-6	14	4
CCc1oc(C(=O)O)cc1COC	-4	-0.8	-11	-2	-4	0	-2	14	4
O=C1CC(Nc2ccc(N3CCOCC3)cc2)C(=O)N1CCc1ccccc1 (stereo unspecified)	-8	1.4	1	-2	-7	-1	11	-4	-11
COCCSc1nc2sc3c(c2c(=O)n1-c1ccccc1)CCN(C)C3	3	-1.5	16	2	-2	-20	-10	6	2
CC(C)(C)C(=O)NC1CC2CCCC(C1)N2C(=O)Nc1cccc(Cl)c1 (stereo unspecified)	2	-1.5	11	-3	-2	0	-13	-20	-1
C=CCn1c(SCC(=O)OCC)nc(C(F)(F)F)cc1=O	10	2.6	-7	-3	-2	-1	14	13	9
Brc1ccccc1-c1nc(-c2ccccc2)no1	.	-2.0	21	-6	-1	.	14	-108	.
Cc1ccc(S(=O)(=O)NC(C)C(=O)OCC(=O)N(C)c2ccccc2)cc1 (stereo unspecified)	-7	-0.7	18	0	0	7	5	-7	9
COc1cc(S(=O)(=O)NCc2ccncc2)c(OC)cc1C	-24	3.2	6	-1	-2	-4	-2	25	9
O=C1CC(C(=O)N(c2ccc(F)cc2)C(C(=O)NC2CCCC2)c2ccccn2)CS1 (stereo unspecified)	2	1.3	22	-2	4	-9	-9	-5	4
O=C(CN(C(=O)CCC(=O)Nc1nccs1)c1ccc(F)c(Cl)c1)NCc1ccco1	-4	1.6	-5	-2	1	-5	23	-2	3
O=C(CN1CCN(c2ccccn2)CC1)Nc1ccc(F)c(F)c1	9	-0.8	7	-1	-3	-1	7	3	8
COCCNC(=S)NN=C1CCCCC1	-3	1.1	6	1	-3	-6	-4	-10	-2
COc1ccc(-c2csc(C)n2)cc1	-1	6.9	4	2	-3	-9	-4	-8	-15
C=CCn1c(CSc2nc3ccccc3s2)nnc1SCC(=O)NCc1ccccc1	1	-0.6	17	-3	-3	9	-14	31	29
CC1(C)Cc2nc3oc4c(=O)n(CC(=O)Nc5ccc(Cl)cc5)cnc4c3cc2CO1	3	2.3	-5	-1	-5	-4	-6	12	14
COc1ccccc1CNC(=O)CCN1C(=O)COc2ccc(C)cc21	6	-1.4	11	2	-3	-1	12	12	-2
Cc1ccccc1OCCCC(=O)Nc1nccs1	-7	2.1	16	-4	-2	5	0	-20	6
Fc1ccc(CNC(=S)NCc2ccccc2)cc1	-1	-0.6	21	-1	0	2	17	-4	9
CCc1c(O)nc(SCC(=O)Nc2ccc3c(c2)CCC3)[nH]c1=O	1	-1.5	5	0	-1	-2	17	-23	0
COc1ccc(-n2nc(C(=O)NCC(=O)NCC3CCCO3)c3ccccc3c2=O)cc1Cl (stereo unspecified)	0	-2.2	29	-1	0	-4	-2	-40	7

The results go on:
SMILES	CXCR6 block	UPR CHOP act	tim23-1 inh	UPR XBP1 act	APJ agonist	EBI2 block	APJ antagonist	Mdm2-MdmX inh	CCR6 antag
CCOC(=O)CC1C(=O)NCCN1Cc1cccc(OC)c1 (stereo unspecified)	-2	0.1	6	-1	6	-3	5	1	9
CC(C)NC(=O)COC(=O)c1ccc(NS(=O)(=O)c2ccc3c(c2)OCCO3)cc1	-4	-0.3	6	0	-4	0	-3	-21	10
CCOC(=O)NC(NC(=S)Nc1ccc(OCC)cc1)C(Cl)(Cl)Cl (stereo unspecified)	-2	-0.3	-22	-3	0	-11	-5	35	14
CC(C)=CCC/C(C)=C/CNC(=O)C[C@H]1C[C@H](C(=O)N2CCOCC2)[C@@]2(CCC3CCCC3)c3[nH]c4cc(-c5ccco5)ccc4c3CCN2C1=O	7	12	35	7	.	22	.	30	6
Nc1nc(-c2ccc(Cl)cc2)c(N=Nc2ccc(S(=O)(=O)N3CCOCC3)cc2)s1	51*	0.4	21	3	-4	32	49*	8	71*
Cc1ccc(C)c(N2CCN(C(=O)CCS(=O)(=O)c3ccc4c(c3)CCN4C(=O)C3CC3)CC2)c1	-8	0.2	18	1	-6	-11	1	15	16
Cn1cccc1C(=O)c1cccc([N+](=O)[O-])c1	2	-1.6	14	-3	-1	0	5	15	8
CC(NC(=O)c1cc(S(=O)(=O)N(C)C)ccc1Cl)c1ccc(-n2ccnc2)cc1 (stereo unspecified)	-2	0.1	11	-5	-7	1	-5	6	-6
COc1ccc2[nH]c3nc(SC(C)C)nnc3c2c1	-2	-3.7	-8	-13	-3	1	-22	-24	16
CCCCn1c(N)c(N(CC)C(=O)C2CCCC2)c(=O)[nH]c1=O	-6	4.4	8	-3	-3	0	7	-14	4
